BAZ2B block: qHTS Assay for Inhibitors of BAZ2B | AlphaScreen BAZ2B-H3K14Ac peptide displacement | 360,000 compounds, 4.4% hits | Potency, µM (doses to about 114 µM), for the others: top-dose activity change, negative = inhibition, hits mostly inhibitors; note: potency is the fitted concentration of half-maximal effect; % is set by controls: 0 for no effect and ±100 for the full control effect; nearly all actives have a fitted effect of over 60% in size
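Multi-concentration screen (max 110 uM) measuring displacement of acetylated histone H3 peptide from BAZ2B by AlphaScreen, using 50 nM protein, 50 nM peptide and 10 ug/mL streptavidin donor plus Ni-chelate acceptor beads.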
ERG-DNA inh: qHTS for Small Molecule Inhibitors of the ERG Ets/DNA interaction | Transcriptional regulator ERG (Homo sapiens), P11308 | fluorescence polarization, His-ERG Ets domain / labelled DNA | 370,000 compounds, 0.028% hits | Potency, µM (doses to about 76.9 µM), inactives show top-dose FP activity, negative = inhibition, usual class: inhibitors; active = well fitted inhibition curve with a large enough effect in the polarisation, with a control signal flat; inconclusive = small, poorly fitted or top-dose-only effect, or effect the other way, or a change in a side signal; inactive = no such curve, though single readings can be large or run the other way; the % refers to the polarisation;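 note: polarization taken with two DNA probes labelled with fluorescein and Texas red; potency is the fitted concentration of half-maximal effect; % of control where 0% means no effect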
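His-tagged ERG Ets domain (1 uM in the protein solution; 300mM KCl, 50mM Tris-HCl, 1mM EDTA, 1mM DTT, pH 7.5) received compound, then a probe mix of 5 nM fluorescein-DNA and 100nM Texas-615-DNA. Fluorescence polarization was read for both dyes.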
G9a inh: qHTS Assay for Inhibitors of Histone Lysine Methyltransferase G9a; Histone-lysine N-methyltransferase EHMT2 (Homo sapiens), Q96KQ7; G9a H3K9 monomethylation, AlphaScreen, 2 h; Potency, µM (top dose mostly 102 µM), for inactives: top-dose activity, negative = inhibition, actives largely listed as inhibitors; 350,000 compounds, 8.8% hits; AID 504332, 2011; note: potency is the fitted concentration of half-maximal effect; % is set by controls: 0 for no effect and ±100 for the full control effect; nearly all actives have a fitted effect of over 75% in size
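AlphaScreen read-out: biotin-H3K9 peptide (500 nM) methylation by 20 nM enzyme with 20 uM SAM, 2 h at room temperature after 15 min compound preincubation; anti-monomethyl H3K9 antibody plus donor/acceptor beads, 10 min dark.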
JMJD2A Tudor inh: qHTS Assay for Inhibitors of JMJD2A-Tudor Domain; Potency, µM (titrated, usually from 114 µM), inactives show at the highest dose activity change, negative = inhibition, actives largely listed as inhibitors; AID 504339, 2011; 390,000 compounds, 4.4% hits; AlphaScreen JMJD2A-Tudor / H3K4me3 peptide binding; note: potency is the fitted concentration of half-maximal effect; % is set by controls: 0 for no effect and ±100 for the full control effect; nearly all actives have a fitted effect of over 50% in size
Target sequence (O75164 whole entry, looked up, the tested form may be a part): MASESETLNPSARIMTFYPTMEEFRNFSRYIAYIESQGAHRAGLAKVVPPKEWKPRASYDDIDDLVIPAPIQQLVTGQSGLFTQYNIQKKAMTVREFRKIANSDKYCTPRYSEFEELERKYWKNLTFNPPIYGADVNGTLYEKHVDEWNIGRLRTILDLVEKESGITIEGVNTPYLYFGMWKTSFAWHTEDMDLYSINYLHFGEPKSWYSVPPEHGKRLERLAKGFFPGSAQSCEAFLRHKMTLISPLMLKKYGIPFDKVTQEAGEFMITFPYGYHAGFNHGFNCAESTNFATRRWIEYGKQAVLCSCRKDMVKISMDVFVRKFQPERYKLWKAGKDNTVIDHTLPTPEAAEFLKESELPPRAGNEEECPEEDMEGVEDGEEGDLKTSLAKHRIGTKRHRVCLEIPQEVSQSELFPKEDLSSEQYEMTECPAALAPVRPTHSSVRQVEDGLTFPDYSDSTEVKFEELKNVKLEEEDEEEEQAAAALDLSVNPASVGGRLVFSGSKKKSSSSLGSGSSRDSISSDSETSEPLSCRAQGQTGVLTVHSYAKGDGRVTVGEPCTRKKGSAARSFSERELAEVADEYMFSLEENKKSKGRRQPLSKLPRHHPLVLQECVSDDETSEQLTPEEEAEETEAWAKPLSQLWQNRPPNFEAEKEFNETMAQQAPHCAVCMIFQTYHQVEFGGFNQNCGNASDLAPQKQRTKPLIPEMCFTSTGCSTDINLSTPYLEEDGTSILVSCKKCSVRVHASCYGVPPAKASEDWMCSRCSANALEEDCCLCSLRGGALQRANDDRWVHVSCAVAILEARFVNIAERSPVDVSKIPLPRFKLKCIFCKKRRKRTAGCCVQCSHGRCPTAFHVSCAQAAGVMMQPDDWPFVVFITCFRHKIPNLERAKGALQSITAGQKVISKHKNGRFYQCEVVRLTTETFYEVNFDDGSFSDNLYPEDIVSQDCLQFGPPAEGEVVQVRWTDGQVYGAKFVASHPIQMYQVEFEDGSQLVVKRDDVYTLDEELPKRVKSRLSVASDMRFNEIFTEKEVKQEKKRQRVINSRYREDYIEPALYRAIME
Pin1 inh: qHTS Assay to Find Inhibitors of Pin1. Pin1 FP peptide displacement, HiFluor488, 10 min. Potency, µM (series often up to 115 µM), for the others: at the highest dose activity, negative = inhibition, usual class: inhibitors. Peptidyl-prolyl cis-trans isomerase NIMA-interacting 1 (Homo sapiens), Q13526. 390,000 compounds, 0.009% hits; active = well fitted inhibition curve with a large enough effect in the polarisation, with a control signal flat, not every such curve was filed as active; inconclusive = small, poorly fitted or top-dose-only effect, or effect the other way, or a change in a side signal; inactive = no such curve, though single readings can be large or run the other way; the % refers to the polarisation; note: potency is the fitted concentration of half-maximal effect; % is set by controls: 0 for no effect and ±100 for the full control effect
GLS inh: qHTS for Inhibitors of Glutaminase (GLS); GLS enzymatic activity, qHTS titration; Potency, µM (highest dose often 45.5 µM), inactives show top-dose activity change, negative = inhibition, actives largely listed as inhibitors; 410,000 compounds, 0.21% hits; note: potency is the fitted concentration of half-maximal effect; % is set by controls: 0 for no effect and ±100 for the full control effect
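hKGA; 45 mM KH2PO4 pH 8.2 + 0.02% Tween-20; cpd via pin tool; 1 mM Gln soln; GluOx/HRP/Amplex Red; RT 30 min; fluor. t0 & final.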
Tb PGK inh: qHTS Assay to Find Inhibitors of Phosphoglycerate Kinase. PGK/GAPDH coupled, Kinase-Glo luminescence, 60 min. Potency, µM (titrated, usually from 57.5 µM), for inactives: at the top dose activity change, negative = inhibition, usual class: inhibitors. 380,000 compounds, 0.043% hits. AID 602233, 2012; note: potency is the fitted concentration of half-maximal effect; % is set by controls: 0 for no effect and ±100 for the full control effect; nearly all actives have a fitted effect of over 60% in size
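Luminescent ATP detection (Kinase-Glo Plus) follows a 60-minute room-temperature incubation, with wells lacking PGK as controls. Buffer: 100 mM TEA (pH 7.6), 5 mM MgCl2, 0.01% Tween-20. Coupling enzyme GAPDH (100 nM final) supplies unstable 1,3-BPG in-well.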
HP1b chromo inh: HTS for Inhibitors of HP1-beta Chromodomain Interactions with Methylated Histone Tails; Chromobox protein homolog 1 (Homo sapiens), P83916; AlphaScreen HP1-beta / biotin-H3K9me3 peptide binding; Potency, µM (titrated, usually from 114 µM), without a hit: top-dose activity change, negative = inhibition, most hits filed as inhibitors; 390,000 compounds, 0.56% hits; note: potency is the fitted concentration of half-maximal effect; nearly all actives have a fitted effect of over 70% in size; inactives centre near 23
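HP1-beta protein (50 nM final) preincubated 30 min at room temperature with biotinylated H3(1-18)K9me3 peptide (50 nM) in PBS pH 7.4, 0.01% Tween-20, then compound added for 30 min. AlphaScreen streptavidin donor/nickel chelate acceptor beads (10 ug/mL final), 30 min dark, luminescence read.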
PI4K2A block: qHTS for small molecular inhibitors of PI4K2A. 420,000 compounds, 0.13% hits. AID 1346378, 2018. activity change, negative = inhibition, % at 76.9 µM. purified PI4K2A, ADP-Glo luminescence, 1 h; hits give low values. Phosphatidylinositol 4-kinase type 2-alpha (Homo sapiens), Q9BTU6; in the data active = activity change below about -50%; inconclusive = mostly about -30% to -49%;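 note: -100% = wells without enzyme as full effect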
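PI4K2A activity was measured by ADP-Glo luminescence: enzyme (4 ug/mL stock) and phosphatidylinositol (1.2 mM stock) in Tris pH 7.5/MgCl2/EGTA/Triton X-100 buffer were reacted with ATP (300 microM stock) for one hour at ambient temperature.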
Starred values were filed as active, the others as inactive; i = inactive; ? = inconclusive; . = not tested or not shown; [ ] = remark or other dose. Unless noted, calls come from the whole dose curve; as a rule, active = well fitted curve in the direction sought with a large enough effect; inconclusive = small, poorly fitted or top-dose-only effect, or another doubt; inactive = no such curve, though single readings can be large; an effect the other way counts as inactive or inconclusive.

cpd	compound	BAZ2B block	ERG-DNA inh	G9a inh	JMJD2A Tudor inh	Pin1 inh	GLS inh	Tb PGK inh	HP1b chromo inh	PI4K2A block
1	COc1cccc(C(=O)COC(=O)C2CC(=O)N(c3ccc(Oc4ccccc4OC)cc3)C2)c1 (stereo unspecified)	-14%	-6%	?	-1%	57%[activator]	-3%	1%	26%	-3
2	Cc1ccc(-c2nnc(NCCCO)c3ccccc23)cc1	0%	-2%	-2%	-5%	-1%	42%[activator]	-9%	32%	7
3	COc1ccc(/C(C)=N/OC/C(O)=C(\C#N)c2nc3ccccc3[nH]2)cc1	10%	-3%	?	-3%	2%	3%	-3%	37%	-1
4	CC(C)=CCc1c(O)cc2c(=O)c3ccc(O)cc3oc2c1O	.	-12%	.	?	-7%	14%	-6%	0%	0
5	Cc1nc2nc(CNC(=O)OC(C)(C)C)nn2c(C)c1CCC(=O)NCc1ccccc1Cl	6%	0%	1%[59 µM]	-12%	-3%	0%	-3%	10%	-3
6	CCn1c(=O)c(NC(=O)c2ccccc2)c2n(c1=S)CCCCC2	2%	2%	-9%[59 µM]	-5%	-6%	1%	-2%	22%	-2
7	CCCCOC(=O)Nc1nnc(CCOCC)s1	5%	-2%	23%[59 µM]	-9%	0%	3%	-7%	-1%	-3
8	Cn1c(=O)c2c(nc(SCC(=O)N3c4ccccc4CCc4ccccc43)n2C)n(C)c1=O	10%	-1%	.	-5%	2%	-6%	i	35%	6
9	O=C(CCC(=O)OCC(=O)c1ccc(C(F)(F)F)cc1)OCC(=O)c1ccc(C(F)(F)F)cc1	-3%	-8%	9%	-8%	-1%	2%	0%	10%	-1
10	N#Cc1c(NC(=O)CSc2ncn(-c3ccccc3)n2)sc2c1CCCC2	-3%	-12%	-40%[12.7 µM]	?	1%	-1%	1%	-20%	3
11	COc1ccc(N2CCN(C(=O)c3cccc(NC4=NC5CS(=O)(=O)CC5S4)c3)CC2)cc1 (stereo unspecified)	-19%	-2%	8%	-32%	1%	16%	-3%	54%[activator]	3
12	COc1cccc(OC)c1C(=O)Nc1cccc(-n2cnnn2)c1	-5%	-1%	-2%	-14%	-2%	-1%	-1%	20%[57 µM]	5
13	Cc1cc(NC(=O)c2ccco2)ncc1NC(=O)Cc1ccccc1	2%	0%	5%[59 µM]	-11%	2%	8%	i	8%	2
14	CCOC(=O)c1ccc(-c2ccc3c(c2)CCC3)nc1C	129%[activator]	-3%	238%[activator]	112%[activator]	5%	-1%	.	146%[activator]	3
15	CCn1cc(CN(C)S(=O)(=O)c2cccc([N+](=O)[O-])c2)cn1	8%	-3%	7%	-4%	-11%	-2%	6%	43%	4
16	COc1cc(C)nc(N(Cc2ccccc2)S(=O)(=O)c2ccccc2)n1	19%	2%	-7%[12.7 µM]	28%[11.4 µM]	-5%	-14%	6%	29%	1
17	Cc1ccc(NC(=O)COc2ccccc2)c(NC(=O)c2ccccc2C)c1	.	3%	.	-9%	1%	0%	-4%	9%	-3
18	COC(=O)c1ccccc1NC(=O)c1ccccc1N(C)S(C)(=O)=O	-4%	0%	2%[59 µM]	-9%	0%	-3%	-12%	23%	-2
19	Cc1cccc(C(=O)Oc2ccc(/C=N/NC(=O)c3ccc(O)cc3)cc2)c1	-13%	5%	60%[activator]	0%	3%	1%	5%	35%	2
20	O=C(NC1CCSc2ccccc21)c1ccc(F)c(S(=O)(=O)N2CCOCC2)c1 (stereo unspecified)	17%	-1%	.	-9%	0%	10%	1%	4%	2
21	CC1=C(C(=O)Nc2ccccc2C(=O)NC2CCC(C)CC2)SCCO1 (stereo unspecified)	-1%	-3%	-41%	-18%	0%	-14%	i	14%	6
22	Cc1ccc(-n2c(-c3ccncc3)nnc2-c2cccs2)cc1	.	2%	.	29%	2%	0%	-4%	21%	2
23	CN1C(=O)CSc2ccc(NC(=O)NCCC3=CCCCC3)cc21	-25%	.	1%	-21%	1%	29%	5%	21%	-1
24	CCOc1ccccc1NC(=O)COC(=O)CN(C)S(=O)(=O)c1ccc(C)cc1	-21%	2%	-4%[59 µM]	89µM*	-1%	?	-2%	7%	0
25	C[C@H](CO)N1C[C@H](C)[C@@H](CN(C)S(=O)(=O)c2ccccc2)Oc2ccc(NC(=O)c3ccncc3)cc2C1=O	.	-1%	.	?	2%	0%	1%	38%	-3
26	O=C(Nc1ccc2c(c1)OCO2)c1cnc(Cl)c(Cl)c1	5%	0%	-29%	-10%	-1%	6%	-11%	13%	-2
27	Cn1nc(-c2ccccc2)cc1NC(=O)CCCC(=O)O	-4%	7%	4%	6%	1%	-10%	-2%	25%	0
28	Cn1ncc(C(N)=O)c1NC(=S)NC(=O)c1ccc(Br)o1	-28%	-6%	18µM*	-12%	-8%	0%	3%	-8%	0
29	CC(C)c1ccc(NC(=O)C2C3C=CC4(O3)C2C(=O)N(CCCN2CCCCC2)C4C(=O)NC2CCCCC2)cc1 (stereo unspecified)	3%	1%	-18%	-8%	-1%	3%	-2%	-8%	-2
30	CC(=O)Nc1ccc(C(=O)CSc2nnc(Cn3nnc4ccccc43)n2C)cc1	4%	8%	79µM*	56µM*	-2%	-1%	.	10%	-1
31	COC(=O)[C@]1(Cc2ccccc2)N[C@H](CN(C)C(=O)COc2ccccc2)[C@@H]2C(=O)N(C)C(=O)[C@@H]21	.	8%	.	-6%	-3%	-3%	-4%	41%[activator]	0
32	Cc1cc(OC(C)C(=O)NCc2ccncc2)c2c(C)cc(=O)oc2c1 (stereo unspecified)	-3%	2%	-22%	-25%	-9%	5%	-5%	16%	-3
33	CC(C)(C)c1ccc2oc(=O)cc(-c3cccc(-c4ccc(C(F)(F)F)cc4)c3)c2c1	.	1%	.	-21%	26%	1%	0%	19%	-1
34	Nc1ncnc(Oc2ccccc2F)c1[N+](=O)[O-]	-15%	4%	30%[12.7 µM]	-19%	-1%	4%	-9%	29%	-2
35	Cc1ccc(NC(=O)COC(=O)CCc2c[nH]c(=O)[nH]2)cc1	1%	1%	?	-32%	?	-5%	-9%	79%[activator]	-2
36	COC(=O)c1ccccc1NC(=O)CCCS(=O)(=O)c1nc(-c2ccccc2OC)cc(C(F)(F)F)n1	4%	-15%	?	-1%	28%	-2%	-7%	55%[activator]	-3
37	CSc1nnc(NC(=O)c2nc(S(=O)(=O)Cc3ccc(C)cc3)ncc2Cl)s1	56µM*	-3%	?	-21%	1%	2%	-4%	5%[57 µM]	?
38	CCC(=O)Nc1ccc(N2CCN(Cc3ccccc3)CC2)cc1	-6%	5%	50µM*	-16%[11.4 µM]	-1%	11%	-6%	26%	-5
39	O=C(Nc1cccc(-c2cccc(Cl)c2)c1)C1CCN(Cc2ccccn2)CC1	6%	-4%	45µM*	-31%	9%	-4%	i	46%[activator]	-3
40	CCc1cc(=O)[nH]c(SCCc2ccccc2)n1	-17%	-4%	?	3%	1%	8%	-4%	17%[57 µM]	0
41	O=C1C2Sc3[nH]c(=O)sc3C(c3ccccc3)C2C(=O)N1c1ccc(Cl)cc1 (stereo unspecified)	?	25%	36%[0.501 µM]	?	-10%	0%	-1%	-4%	-7
42	O=C(O)CC1Sc2ccccc2NC1=O (stereo unspecified)	-6%	1%	?	-12%	-1%	-4%	-3%	46%[activator]	0
43	CC(=O)Nc1ccc(S(=O)(=O)NCCNc2ccccc2[N+](=O)[O-])cc1	?	8%	-30%	-16%	-2%	1%	4%	26%	2
44	Cc1ccccc1NC(=O)CSc1nc(N)c2c3c(sc2n1)CSC(C)(C)C3	?	4%	?	-25%	9%	-6%	-9%	79µM*	0
45	CCOc1c(Cl)cc(/C=C/C(=O)N(CC)CC(=O)NCc2cccs2)cc1OC	13%	5%	9%[59 µM]	-19%	1%	-1%	3%	31%	-2
46	CC(C)(C)OC(=O)N1CCC(c2c(C(=O)NCCc3ccccc3)cnn2-c2ccc(F)cc2)CC1	1%[57.1 µM]	-1%	?	-8%	3%	-4%	-4%	20%	0
47	O=C(Nc1ccc(C(=O)N2CCCC2)cc1)C1CCC1	.	-3%	.	-13%	-4%	5%	-16%	23%	-3
48	CCOC(=O)C1CCN(c2ncnc3c2c(-c2ccccc2)cn3-c2ccccc2)CC1	-31%	0%	-36%	?	6%	1%	-9%	33%	-5
49	CN(C)c1ccc(C(=O)n2nnc3ccccc32)cc1	7%	.	-26%	23%	-6%	7%	-9%[11.5 µM]	63%[activator]	31
50	Cn1ncc2c(NNC(=O)c3ccc(O)cc3)ncnc21	-2%	1%	-6%	0%	3%	18%	-3%	63%[activator]	-1
51	COc1ccc(CNC(=O)C(=O)NCCCn2ccnc2)cc1	-26%	-9%	5%	-8%	-5%	-2%	-3%	10%	-2

Screening results (PubChem BioAssay)

Hits appear at their usual frequency, and some 11% of all compounds hit somewhere here.
